Compound activity deposited in PubChem by National Center for Advancing Translational Sciences (NCATS).
Chronic BCR inh: blocks chronic active B-cell receptor signaling | ABC-DLBCL IkBa-CBG/CBR reporter, luminescence ratio, 4 h | actives 0.05% (n = 340,000) | Potency, µM (highest dose often 46.1 µM), for the others: at the top dose ratio change, negative = lower green/red ratio, hits mostly inhibitors; active = well fitted inhibition curve with a large enough effect in the signal ratio, with a control signal flat, not every such curve was filed as active; inconclusive = small, poorly fitted or top-dose-only effect, or effect the other way, or a change in a side signal; the % refers to the signal ratio;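 note: potency is the fitted concentration of half-maximal effect; plate controls were basal doxycycline-induced cells for no effect and cells given 10 µM MG132 for full effect; MG132 reads +100%, hits lower the ratio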
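TMD8 human ABC-DLBCL cells with doxycycline-inducible IκBα–green luciferase fusion and unfused red luciferase, in 0.5% FBS medium; compounds up to 46 uM, 4 h at 37C. Green/red luminescence ratio, filter-overlap corrected, fitted to concentration-response curves.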
KCNH2 WT inh: KCNH2 (human, wildtype) channel inhibition | Q12809 | U2OS, BacMam KCNH2, thallium flux FluxOr; active compounds read low | activity change, % at 1.84 µM | actives 0.37% (n = 340,000) | AID 720551;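 active = maximum activity change below -70%; inconclusive = maximum activity change between -70% and -50%; inactive = maximum activity change above -50%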
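U2OS cells were transduced with wild-type KCNH2 virus (2.03 x 10^8 / mL) for 4 h at room temperature, then cultured overnight at 37 C. Thallium flux was read with FluxOr dye. Rate constants were normalized to DMSO controls.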
FBPA coupling cs: coupling enzyme interference in Giardia aldolase counter-screen | coupling enzyme system counterscreen, AmpLite Red fluorescence | activity change, negative = inhibition, % at 58.2 µM, hits read low | actives 0.67% (n = 290,000); in the data active = activity change below about -30%
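Counterscreen of the coupled detection system alone, without aldolase: glyceraldehyde-3-phosphate coupling enzymes plus AmpLite Red readout. Compounds at 57.5 uM final, 10 min RT preincubation, 20 min RT reaction, fluorescence 525/598 nm.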
Giardia kill: kills Giardia lamblia. AID 540267. actives 0.15% (n = 340,000). Giardia lamblia trophozoite viability. activity change, % at 7.66 µM, hits read low; in the data active = activity change below about -80%; inconclusive = between about -30% and that limit;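 note: parasites exposed to compound for two days anaerobically before the ATP read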
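ATP-content bioluminescence gauges trophozoite survival. Cells (100/well) receive compound and incubate anaerobically for 48 hrs at 37 deg C; detection reagent follows for 15-30 min at room temperature.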
B2AR arrestin: beta2AR (human) beta-arrestin recruitment activity | beta-arrestin recruitment to beta2AR, cell-based reporter | actives 0.02% (n = 330,000) | P07550 | Potency, µM (series often up to 46.1 µM), for the others: top-dose activation, hits mostly activators;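 note: potency is the fitted concentration of half-maximal effect; 0% = DMSO controls and full agonism = EC100 isoproterenol or metaproterenol; nearly all actives have a fitted effect of over 65% in size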
KCNH2 3.1 inh: inhibitors of human KCNH2 3.1 potassium channel isoform. U2OS KCNH2 3.1, thallium flux FluxOr; active compounds read low. activity change, % (tested at about 1.8 µM). actives 0.95% (n = 340,000). AID 720553;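 active = maximum activity change below -70%; inconclusive = maximum activity change from -70% to -50%; inactive = maximum activity change above -50%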;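 note: thallium influx rate constant from kinetic fluorescence after stimulation buffer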
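Normalized rate constant (relative to positive and negative DMSO controls) derived from a 2 min kinetic fluorescence read after stimulation; U2OS cells expressing the 3.1 isoform via virus at 1.77 x 10^8 /mL.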
GALK inhibitor: blocks human galactokinase activity; AID 1868; actives 0.007% (n = 270,000); P51570; Potency, µM (highest dose often 57.5 µM), for the others: top-dose activity change, negative = inhibition, actives largely listed as inhibitors; Purified GALK, Kinase-Glo residual ATP luminescence; note: potency is the fitted concentration of half-maximal effect
Target sequence (P51570 whole entry, looked up): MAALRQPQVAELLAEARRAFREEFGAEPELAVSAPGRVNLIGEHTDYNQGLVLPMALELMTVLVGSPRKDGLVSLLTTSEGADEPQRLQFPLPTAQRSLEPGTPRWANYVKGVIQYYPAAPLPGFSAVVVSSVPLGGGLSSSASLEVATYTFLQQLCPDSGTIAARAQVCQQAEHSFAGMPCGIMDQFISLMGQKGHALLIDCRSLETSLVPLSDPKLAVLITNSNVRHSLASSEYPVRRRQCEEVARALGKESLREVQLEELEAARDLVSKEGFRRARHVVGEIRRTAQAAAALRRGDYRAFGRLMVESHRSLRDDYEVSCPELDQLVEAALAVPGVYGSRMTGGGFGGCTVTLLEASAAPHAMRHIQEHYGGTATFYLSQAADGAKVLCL
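Human GALK (5 nM) with 35 uM ATP and 100 uM galactose in 20 mM HEPES pH 8.0, 5 mM MgCl2, 60 mM NaCl, 1 mM DTT, 0.01% BSA. After 1 h at room temperature, leftover ATP was read by Kinase-Glo Plus luminescence.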
uPA generation: cell surface uPA generation inhibition. cell surface uPA generation assay, qHTS. Potency, µM (titrated, usually from 38.3 µM), inactives show top-dose activity change, negative = inhibition, actives largely listed as inhibitors. actives 0.31% (n = 330,000). AID 540303; active = well fitted inhibition curve with a large enough effect; inconclusive = small, poorly fitted or top-dose-only effect; inactive = no such curve, though single readings can be large or run the other way; tested in mouse RAW 264.7 cells; note: potency is the fitted concentration of half-maximal effect; nearly all actives have a fitted effect of over 55% in size
PKM2 activator: PKM2 (human) enzyme activation; actives 0.34% (n = 260,000); Potency, µM (top dose mostly 57.5 µM), for inactives: at the highest dose activation, actives largely listed as activators; purified PKM2, Kinase-Glo ATP luminescence, activation; response scale: 0% is enzyme alone, no compound; P14618; note: potency is the fitted concentration of half-maximal effect; nearly all actives have a fitted effect of over 55% in size
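ATP formation by purified human PK-M2, quantified via coupled luciferase luminescence after 1 h at room temperature with 0.1 mM ADP and 0.5 mM PEP final.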
USP2a block: inhibitors of human ubiquitin-specific protease USP2a; AID 463254; O75604; actives 0.01% (n = 330,000); Potency, µM (highest dose often 38.3 µM), inactives show at the top dose activity change, negative = inhibition, usual class: inhibitors; USP2 core, Ub-CHOP2 coupled fluorogenic reporter, 485/531;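 note: potency is the fitted concentration of half-maximal effect; plate controls were DMSO wells for no effect and full inhibition by NEM control for full effect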
Target sequence (O75604 whole entry, looked up): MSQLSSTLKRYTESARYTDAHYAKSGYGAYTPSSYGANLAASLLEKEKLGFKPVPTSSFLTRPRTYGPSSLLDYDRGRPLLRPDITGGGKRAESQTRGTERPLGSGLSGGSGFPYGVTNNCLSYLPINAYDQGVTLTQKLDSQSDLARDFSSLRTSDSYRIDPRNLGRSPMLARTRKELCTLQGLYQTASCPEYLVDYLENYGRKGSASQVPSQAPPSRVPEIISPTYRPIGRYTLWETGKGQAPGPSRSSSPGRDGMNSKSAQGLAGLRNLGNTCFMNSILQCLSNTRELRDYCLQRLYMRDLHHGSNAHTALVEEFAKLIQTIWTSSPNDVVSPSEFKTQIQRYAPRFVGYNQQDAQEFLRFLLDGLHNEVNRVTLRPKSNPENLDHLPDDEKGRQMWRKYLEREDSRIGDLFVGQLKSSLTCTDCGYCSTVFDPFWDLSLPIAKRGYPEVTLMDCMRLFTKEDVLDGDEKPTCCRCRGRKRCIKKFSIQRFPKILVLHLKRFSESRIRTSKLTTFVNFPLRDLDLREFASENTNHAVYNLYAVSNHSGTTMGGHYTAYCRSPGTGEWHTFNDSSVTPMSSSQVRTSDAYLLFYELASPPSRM
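USP2 core (10nM final) preincubated 30min RT with compound in 20mM Tris-HCl pH 8.0, 2mM CaCl2, 2mM beta-mercaptoethanol, 0.05% CHAPS; 25nM Ub-CHOP2 plus 25nM reporter substrate added, fluorescence (Ex485/Em531) read after 60min.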
Eya2 inh: inhibitors of human Eya2 phosphatase activity | Potency, µM (top dose mostly 76.9 µM), for the others: at the highest dose activity, negative = inhibition, actives largely listed as inhibitors | O00167 | AID 488837 | actives 0.006% (n = 330,000) | recombinant Eya2, OMFP fluorescence dephosphorylation (OMFP is methylfluorescein phosphate); note: potency is the fitted concentration of half-maximal effect
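Eya2 (0.2 uM) preincubated 10 min at ambient with compound, then OMFP substrate added at 50 uM; 10 min reaction in 50 mM HEPES pH 7.5, 50 mM NaCl, 5 uM MgCl2, 0.05% BSA, 1 mM DTT. Fluorescence read at Ex 485/Em 525 nm.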
* marks the source's active call; other numbers are inactive results; ? = inconclusive; nt = not tested or not shown; & = joins results of further samples; [ ] = dose if it differs, or a comment. Unless noted, calls come from the whole dose curve; as a rule, active = well fitted curve in the direction sought with a large enough effect; inconclusive = small, poorly fitted or top-dose-only effect, or another doubt; inactive = no such curve, though single readings can be large; an effect the other way counts as inactive or inconclusive. Unless noted, % is set by controls: 0 for no effect and ±100 for the full control effect.

SMILES | Chronic BCR inh | KCNH2 WT inh | FBPA coupling cs | Giardia kill | B2AR arrestin | KCNH2 3.1 inh | GALK inhibitor | uPA generation | PKM2 activator | USP2a block | Eya2 inh
Cc1cc(C)c2c(-n3cccc3)nn(C)c2n1 | ? | 4 | 1 | 16 | -0.4% | 0 | 1% | 1% | -9% | 0% | -8%
O=C(C[n+]1cccc(Br)c1)c1cccs1 | 6% | -6 | 0 | -8 | 0.2% | 2 | 1% | 6% | 2% | -1% | -9%
CCOC(=O)C1(CC)NC(c2ccco2)C2C(=O)N(C)C(=O)C21 (stereo not given) | -4% | 1 | 0 | -14 | -1.5% | 14 | 1% | 6% | -17% | -1% | 3%
CCc1nnc(N/N=C/c2c(F)cccc2Cl)n1N | ? | 0 | -3 | -16 | -0.4% | 3 | 1% | ? | -1% | -3% | -12%
Cc1c(CN(C)C(=O)c2nn(C)cc2[N+](=O)[O-])cnn1C | 1% | 1 | 3 | 4 | 0.0% | 4 | 2% | 1% | -1% | 2% | 4%
Cc1ccnc(N2C(=O)c3ccccc3C2O)c1 (stereo not given) | ? | -3 | 1 | 16 | 0.4% | 1 | 4% | ? | -58% | 1% | -9%
COc1ccc(NC(=O)COC(=O)CNC(=O)c2cc(OC)c(OC)c(OC)c2)cc1 | -11% | 2 | 2 | -16 | -0.2% | -7 | 2% | 4% | -5% | 7% | 1%
CC(C(=O)Nc1ccccc1)C(=O)Nc1ccccc1 | -11% | 2 | 0 | 3 | 2.5% | -1 | 5% | -8% | -2% | -1% | 19%
CCOc1ccc(N(CC)C(=O)CCS(=O)(=O)c2cccc3nonc23)cc1 | 5% | -2 | 1 | 0 | -0.1% | -2 | 1% | -4% | 4% | 1% | 1%
CCc1cccc(C)c1NC(=O)CC(C)(C)CC(=O)O | 5% | 4 | 0 | -27 | -0.8% | 20 | 2% | -4% | -8% | 2% | -3%
CCOC(=O)C1CCCN(C(=O)c2cc3c(C)nc4ccccc4c3o2)C1 (stereo not given) | ? | 6 | -2 | -4 | 0.0% | 4 | 4% | nt | 9% | -2% | 17%
CCOc1ccc(NC(=O)COC(=O)c2cc([N+](=O)[O-])ccc2N2CCOCC2)cc1 | ? | 5 | nt | 12 | -0.9% | -3 | nt | 7% | nt | -1% | 4%
CCOC(=O)c1ccc(N=c2sc(C(=O)OC)cc(=O)n2Cc2ccc3c(c2)OCO3)cc1 | 6% | -5 | 5 | ? | -0.5% | 1 | 3% | -26% | -10% | -7% | 2%
COC(=O)c1sccc1NC(=S)N1CC(C)CC(C)C1 (stereo not given) | ? | 7 | 1 | ? | -0.2% | -8 | 0% | -4% | -1% | -1% | -20%
CNC(=O)NC(=O)COC(=O)CCCOc1ccc(OC)cc1 | -2% | -3 | 2 | 0 | -0.4% | -5 | 2% | 4% | 1% | 3% | 7%
CCC(C(=O)NC1CCCCC1)N(CC1CCCO1)C(=O)CNS(=O)(=O)c1ccc(OC)cc1 (stereo not given) | 2% | -8 | 1 | -2 | -0.1% | nt | 7% | 10% | 5% | 2% | -4%
COc1ccc(CCC(=O)Nc2cc(Cl)ccc2OC)cc1 | -1% | -14 | 0 | -5 | 0.3% | -1 | 2% | -9% | 6% | -4% | -1%
CNC(=O)c1ccc(NC(=O)CC23CC4CC(CC(C4)C2)C3)cc1 | -3% | 11 | 2 | 43[activator] | -0.8% | 9 | 6% | 0% | nt | -2% | -9%
CN(CC(=O)Nc1ccccc1C(F)(F)F)C(=O)CCc1nc2sc3c(c2c(=O)[nH]1)CCCC3 | ? | 4 | nt | -7 | -0.4% | 8 | 3% | 3% | -1% | -2% | 1%
COc1ccc(-c2nnn(-c3cc(Cl)cc(Cl)c3)c2N)cc1 | ? | 2 | 2 | -3 | 4.6% | 28 | 1% | -2% | -4% | 2% | ?
O=c1c(O)c(-c2cc(O)c(O)c(O)c2)oc2cc(O)cc(O)c12 | 1% | 10 | -18&-16&-13 | 7 | 0.0% | 8 | nt | -5% | nt | 1% | 8%&1%
CCN(CC(=O)NCc1cccs1)S(=O)(=O)c1ccc(C(C)C)cc1 | 1% | 18 | 5 | -11 | 0.5% | 6 | 3% | 6% | -2% | -1% | 9%
COc1cc(O)c(C(CC(=O)N2CCCCC2)c2ccc3c(c2)OCO3)c(OC)c1 (stereo not given) | -7% | nt | -14&-1 | 1&7 | -0.5% | nt | -1% | 13% | 0% | 6% | -1%
Nc1cc(N)nc(SCC(=O)N2CCN(S(=O)(=O)c3ccccc3)CC2)n1 | 9% | -90* | 2 | -19 | 0.1% | -11 | 1% | -7% | 25% | 0% | -2%
CCOc1ccc(Nc2cc(=O)oc3ccccc23)cc1 | -2% | -11 | nt | 4 | -0.7% | 6 | -3% | ? | 4% | 0% | 3%
Cc1cc(C)cc(NC(=O)CCc2c(C)nn(-c3ccc(N4CCCCC4)nn3)c2C)c1 | ? | -2 | 4 | 9 | 0.3% | -21 | 8% | ? | nt | -1% | -6%
c1ccc(-c2c(-c3ccccc3)n(Cc3ccco3)c3ncnc(NCCCn4ccnc4)c23)cc1 | ? | 13 | 10 | 9 | 0.1% | nt | -3% | 4% | -8% | -17% | -44%
CC(C)(C)c1ccc(C(=O)Nc2ccc(S(=O)(=O)Nc3cnc4ccccc4n3)cc2)cc1 | 0% | -1 | 1 | -18 | -0.8% | 4 | -9% | -8% | nt | 2% | -1%
COC(=O)c1cc2occc2n1Cc1c(F)cccc1Cl | ? | nt | 3 | nt | 0.3% | nt | -1% | nt | -5% | 6% | 2%
COCCCNC(=O)CSc1nc2ccccc2c(=O)n1CCCC(=O)NCC1CCCO1 (stereo not given) | -2% | -1 | 0 | -13 | -0.1% | 1 | 0% | 3% | -2% | -4% | 3%
O=C(CCCOc1ccccc1)N1CCN(S(=O)(=O)c2ccc(Cl)cc2)CC1 | -14% | 7 | nt | 7 | 0.2% | 2 | nt | 15% | nt | 0% | 6%
COn1c(-c2ccc(Cl)cc2)nc2ccc(Cl)cc21 | ? | 6 | -9 | 8 | -0.8% | 23 | -1% | -1% | 0% | -2% | -9%
N/C(=N\OC(=O)COc1ccc([N+](=O)[O-])cc1)c1ccc(Br)cc1 | 0% | nt | -4 | nt | 0.1% | nt | 3% | nt | -15% | 0% | -11%
Cc1ccc(C)c(N2CC(=O)N(c3cc(C)ccc3C)CC2=O)c1 | 1% | 0 | 1 | 7 | -0.1% | -15 | 0% | 3% | -6% | 0% | 6%
COc1cccc(C(=O)NNC(=O)c2sccc2-n2cccc2)c1 | 0% | 12 | 3 | 13 | 0.5% | 1 | -2% | -4% | 0% | 3% | 18%
O=C1CCCN1C(=O)CSc1ccc2ccccc2n1 | ? | 13 | nt | 9 | 0.6% | 3 | nt | 3% | nt | -1% | 22%
O=C(COC(=O)c1cc(S(=O)(=O)N2CCOCC2)ccc1F)Nc1ccc2c(c1)OCO2 | 5% | 0 | nt | -13 | 0.3% | -7 | nt | 4% | nt | 2% | 5%
O=C(Cc1ccc([N+](=O)[O-])cc1)NCc1ccccc1Cl | 0% | 2 | 3 | -13 | -1.4% | -24 | 0% | 1% | 1% | 8% | -3%
CN(CCCC1CCCC1)C(=O)c1cc(COc2c(F)cccc2F)on1 | 1% | -11 | nt | 9 | -0.3% | -32 | 0% | 6% | nt | 0% | -7%
O=C(c1ccc(C(F)(F)F)cc1)C1CCCN(C(=O)CN2CCCC2=O)C1 (stereo not given) | -7% | 0 | -3 | 5 | 0.0% | 8 | 0% | -5% | 22% | -2% | 0%
O=C(CCn1nnc2ccccc21)Nc1nnc(Cc2ccccc2)s1 | ? | 1 | 7 | 3 | -0.2% | -5 | 0% | 3% | 7% | -1% | 4%
CC(C)(C)C(=O)CSc1ncnc2c1cnn2Cc1ccccc1 | ? | -4 | -1 | 6 | 0.5% | 22 | 3% | 4% | nt | 4% | 4%
Fc1ccc(NC(=S)NCc2ccccn2)cc1 | -1% | 2 | 3 | 0 | -1.0% | 19 | -4% | 4% | 0% | 2% | 4%
O=C(c1ccc[nH]1)N1O[C@@H]2C=C[C@H]1C2 | 9% | -10 | nt | 6 | -0.6% | nt | nt | 4% | nt | 0% | -8%
Cc1cc(C)cc(OCC(=O)N(C)CC(=O)Nc2ccc(N3CCOCC3)cc2)c1 | ? | -17 | nt | 9 | 0.1% | -4 | nt | -1% | nt | 0% | 11%
Cc1ccc(N=C2C(=S)N(c3ccc(C)cc3)C(=N)N2/N=C/c2ccc(Cl)cc2)cc1 | -10% | -6 | -2 | 8 | -0.2% | 9 | 0% | 4% | -24% | -8% | -15%
